Source: PubChem BioAssay
HP1b chromo inh: HTS for Inhibitors of HP1-beta Chromodomain Interactions with Methylated Histone Tails; AlphaScreen HP1-beta / biotin-H3K9me3 peptide binding; Potency, µM (series often up to 114 µM), for inactives: top-dose activity change, negative = inhibition, actives largely listed as inhibitors; 390,000 tested, 0.56% active; note: potency is the fitted concentration of half-maximal effect; nearly all actives have a fitted effect of over 70% in size; inactives centre near 23
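AlphaScreen: HP1-beta (50 nM) preformed 30 min with biotin-H3(1-18)K9me3 peptide (50 nM) in PBS pH 7.4, 0.01% Tween-20. Compound added for 30 min at RT, then streptavidin donor/nickel chelate acceptor beads (10 ug/mL) for 30 min.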
G9a inh: qHTS Assay for Inhibitors of Histone Lysine Methyltransferase G9a; Histone-lysine N-methyltransferase EHMT2 (Homo sapiens), Q96KQ7; 350,000 tested, 8.8% active; AID 504332, 2011; G9a H3K9 monomethylation, AlphaScreen, 2 h; Potency, µM (doses to about 102 µM), inactives show top-dose activity, negative = inhibition, actives largely listed as inhibitors; note: potency is the fitted concentration of half-maximal effect; % is set by controls: 0 for no effect and ±100 for the full control effect; nearly all actives have a fitted effect of over 75% in size
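Signal arises when biotinylated H3K9 peptide, once monomethylated, bridges streptavidin donor and antibody-captured acceptor beads. Enzyme at 20 nM was preincubated 15 min with test compounds; peptide 500 nM and SAM 20 uM then reacted for 2 h.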
RGS4 inhibitor: Inhibitors of Regulator of G Protein Signaling (RGS) 4: qHTS | Regulator of G-protein signaling 4 (Homo sapiens), P49798 | Transcreener GDP fluorescence polarization, RGS4-accelerated GTP hydrolysis | Potency, µM (top dose mostly 114 µM), for the others: at the highest dose activity change, negative = inhibition, actives largely listed as inhibitors | 390,000 tested, 0.039% active; note: potency is the fitted concentration of half-maximal effect; % is set by controls: 0 for no effect and ±100 for the full control effect; nearly all actives have a fitted effect of over 75% in size; some results filed as inactive show a strong effect at the top dose
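MLSMR compounds (23 nl, pin-transferred) preincubated 10 min at room temperature with a 500nM (2x) first reagent, then RGS4 at 900nM (2x) plus Transcreener GDP mix added; fluorescence polarization (620/688 nm) read before and after 90 min at 30 °C.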
PI4K2A block: qHTS for small molecular inhibitors of PI4K2A. Phosphatidylinositol 4-kinase type 2-alpha (Homo sapiens), Q9BTU6. purified PI4K2A, ADP-Glo luminescence, 1 h; stronger effect = lower value. activity change, negative = inhibition, % at 76.9 µM. 420,000 tested, 0.13% active. AID 1346378, 2018; in the data active = activity change below about -50%; inconclusive = mostly about -30% to -49%;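 note: -100% = wells without enzyme as full effect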
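PI4K2A activity was measured by ADP-Glo luminescence: enzyme (4 ug/mL stock) and phosphatidylinositol (1.2 mM stock) in Tris pH 7.5/MgCl2/EGTA/Triton X-100 buffer were reacted with ATP (300 microM stock) for one hour at ambient temperature.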
ERG Ets-DNA blk: qHTS for Small Molecule Inhibitors of the ERG Ets/DNA interaction. Potency, µM (series often up to 76.9 µM), inactives show top-dose FP activity, negative = inhibition, most hits filed as inhibitors. 370,000 tested, 0.028% active. Transcriptional regulator ERG (Homo sapiens), P11308. fluorescence polarization, His-ERG Ets domain / labelled DNA; active = well fitted inhibition curve with a large enough effect in the polarisation, with a control signal flat; inconclusive = small, poorly fitted or top-dose-only effect, or effect the other way, or a change in a side signal; inactive = no such curve, though single readings can be large or run the other way; the % refers to the polarisation;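 note: polarization taken with two DNA probes labelled with fluorescein and Texas red; potency is the fitted concentration of half-maximal effect; % of control where 0% means no effect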
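His-tagged ERG Ets domain (1 uM in the protein solution; 300mM KCl, 50mM Tris-HCl, 1mM EDTA, 1mM DTT, pH 7.5) received compound, then a probe mix of 5 nM fluorescein-DNA and 100nM Texas-615-DNA. Fluorescence polarization was read for both dyes.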
ALOX12 inh: Primary qHTS assay for inhibitors of human arachidonate 12S-lipoxygenase (ALOX12): Round 2. Polyunsaturated fatty acid lipoxygenase ALOX12 (Homo sapiens), P18054. purified 12hLO, xylenol orange hydroperoxide absorbance. Potency, µM (highest dose often 108 µM), without a hit: at the highest dose activity change, negative = inhibition, most hits filed as inhibitors. 580,000 tested, 1.1% active. AID 1671190, 2021; note: potency is the fitted concentration of half-maximal effect; % is set by controls: 0 for no effect and ±100 for the full control effect
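Purified human 12hLO at 150 nM in 25 mM Hepes, 0.01% Triton X-100, pH 7.0, preincubated 15 min at room temperature with compound. Reaction started with 40 uM arachidonic acid, 30 min at room temperature. Hydroperoxide measured by Fe-xylenol orange, 573/405 nm absorbance ratio.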
JMJD2A Tudor: qHTS Assay for Inhibitors of JMJD2A-Tudor Domain | Lysine-specific demethylase 4A (Homo sapiens), O75164 | AlphaScreen JMJD2A-Tudor / H3K4me3 peptide binding | Potency, µM (doses to about 114 µM), for inactives: at the top dose activity change, negative = inhibition, hits mostly inhibitors | 390,000 tested, 4.4% active | AID 504339, 2011; note: potency is the fitted concentration of half-maximal effect; % is set by controls: 0 for no effect and ±100 for the full control effect; nearly all actives have a fitted effect of over 50% in size
Target sequence (O75164 whole entry, looked up, the tested form may be a part): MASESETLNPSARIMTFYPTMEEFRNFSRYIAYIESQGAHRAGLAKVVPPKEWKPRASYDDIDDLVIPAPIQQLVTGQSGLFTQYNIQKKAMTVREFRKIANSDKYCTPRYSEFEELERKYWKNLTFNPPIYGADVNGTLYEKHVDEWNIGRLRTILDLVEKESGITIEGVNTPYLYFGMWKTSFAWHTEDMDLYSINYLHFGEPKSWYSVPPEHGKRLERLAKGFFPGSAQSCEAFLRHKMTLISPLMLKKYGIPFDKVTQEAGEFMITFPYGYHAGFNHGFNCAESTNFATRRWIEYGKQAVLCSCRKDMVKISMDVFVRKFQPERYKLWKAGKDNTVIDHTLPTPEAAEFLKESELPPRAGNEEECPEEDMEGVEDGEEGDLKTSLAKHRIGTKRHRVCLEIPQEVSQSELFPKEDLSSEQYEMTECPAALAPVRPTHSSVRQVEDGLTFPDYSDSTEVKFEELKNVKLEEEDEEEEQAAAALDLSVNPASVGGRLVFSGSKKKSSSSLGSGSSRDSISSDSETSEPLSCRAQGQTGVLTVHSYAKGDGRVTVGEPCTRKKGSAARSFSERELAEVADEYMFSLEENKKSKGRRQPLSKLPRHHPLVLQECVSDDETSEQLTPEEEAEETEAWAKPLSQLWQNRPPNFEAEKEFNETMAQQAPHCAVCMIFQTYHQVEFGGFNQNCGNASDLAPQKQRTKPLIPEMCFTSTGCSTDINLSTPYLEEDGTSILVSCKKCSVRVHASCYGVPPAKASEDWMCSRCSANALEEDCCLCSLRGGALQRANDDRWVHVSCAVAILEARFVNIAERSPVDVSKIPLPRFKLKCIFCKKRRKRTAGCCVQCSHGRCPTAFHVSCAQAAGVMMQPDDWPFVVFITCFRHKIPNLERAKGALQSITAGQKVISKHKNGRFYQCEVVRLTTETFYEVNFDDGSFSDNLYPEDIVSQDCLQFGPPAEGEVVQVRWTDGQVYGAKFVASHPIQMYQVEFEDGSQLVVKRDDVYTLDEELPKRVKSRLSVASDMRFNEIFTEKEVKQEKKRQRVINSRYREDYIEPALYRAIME
GLS inhibitor: qHTS for Inhibitors of Glutaminase (GLS). AID 624170, 2012. 410,000 tested, 0.21% active. GLS enzymatic activity, qHTS titration. Potency, µM (titrated, usually from 45.5 µM), inactives show at the highest dose activity change, negative = inhibition, hits mostly inhibitors; note: potency is the fitted concentration of half-maximal effect; % is set by controls: 0 for no effect and ±100 for the full control effect
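Glutamate formation by hKGA was monitored fluorometrically using coupled glutamate oxidase, HRP and Amplex Red. Substrate was added as 1 mM L-glutamine solution; incubation was 30 min at RT after an initial read.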
BAZ2B block: qHTS Assay for Inhibitors of BAZ2B; AlphaScreen BAZ2B-H3K14Ac peptide displacement; Potency, µM (doses to about 114 µM), for the others: at the highest dose activity change, negative = inhibition, most hits filed as inhibitors; 360,000 tested, 4.4% active; note: potency is the fitted concentration of half-maximal effect; % is set by controls: 0 for no effect and ±100 for the full control effect; nearly all actives have a fitted effect of over 60% in size
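Multi-concentration screen (max 110 uM) measuring displacement of acetylated histone H3 peptide from BAZ2B by AlphaScreen, using 50 nM protein, 50 nM peptide and 10 ug/mL streptavidin donor plus Ni-chelate acceptor beads.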
Starred values were filed as active, the others as inactive; i = inactive; ? = inconclusive; nt = not tested or not shown; [ ] = dose if it differs, or a comment. Unless noted, calls come from the whole dose curve; as a rule, active = well fitted curve in the direction sought with a large enough effect; inconclusive = small, poorly fitted or top-dose-only effect, or another doubt; inactive = no such curve, though single readings can be large; an effect the other way counts as inactive or inconclusive. This is a subset. The share of hits here may be higher or lower than overall.

| HP1b chromo inh | RGS4 inhibitor | PI4K2A block | BAZ2B block | ALOX12 inh | ERG Ets-DNA blk | GLS inhibitor | G9a inh | JMJD2A Tudor | canonical_smiles |
| --- | --- | --- | --- | --- | --- | --- | --- | --- | --- |
| 7% | -4% | 1 | 12% | 8% | 2% | 12% | ? | -12% | CCN1C(=O)/C(=C/c2cccs2)N(C)C1=S |
| 39% | 22% | 4 | 9% | 213%[activator] | 2% | -2% | nt | -14% | COc1ccc(S(=O)(=O)N2CCN(C)CC2)cn1 |
| 15% | 0% | 0 | 1% | -3% | 1% | -17% | 14%[59 µM] | -11% | CSc1cccc(NC(=O)CCC(=O)O)c1 |
| 23% | -17% | 1 | -4% | -23% | nt | 13% | ? | -10% | CS(=O)(=O)c1ccccc1COC(=O)Nc1ccc(Cl)cc1 |
| 17% | -16% | -2 | -26% | -12% | 10% | 1% | ? | -31% | CN(C)S(=O)(=O)c1ccc(C(=O)OCc2ccc([N+](=O)[O-])cc2)cc1 |
| 18% | -10% | 2 | -2% | 0% | -1% | 2% | 38% | 5% | CCCNC(=O)CCc1c(C)nc2c(c(C)nn2-c2ccccc2)c1C |
| 51%[activator] | -7% | 1 | nt | 19% | -10% | 0% | nt | 0% | O=C(O)c1cc(S(=O)(=O)N2CCCCC2)ccc1N1CCCC1 |
| 56%[activator] | -12%[11.4 µM] | -5 | 4% | 12% | -22% | -22% | nt | 4%[11.4 µM] | O=C(Nc1nc2cc3c(cc2s1)OCO3)c1ccc(N2C(=O)CCC2=O)cc1 |
| 147%[activator] | -9% | -5 | 261%[activator] | -3% | 3% | -3% | 142%[activator] | 100%[activator] | Cc1ccccc1C(=O)OCc1nnc(-c2ccc(Cl)cc2)o1 |
| 24% | -27% | -1 | -8% | 0% | 1% | -7% | 11% | -13% | COc1cc(/C=N/OCC(=O)NC2CCS(=O)(=O)C2)ccc1OC(F)F (stereo not drawn) |
| 22% | -36% | 3 | -3% | -1% | 5% | 11% | -10% | -4% | Cc1sc2ncnc(SCC(=O)N(C)C3CCS(=O)(=O)C3)c2c1C (stereo not drawn) |
| 7% | 18% | -2 | -1% | 0% | -4% | -1% | 1%[12.7 µM] | -24% | Cc1ccc(N(C(C)C(=O)N2CCCCC2)S(C)(=O)=O)cc1C (stereo not drawn) |
| -6% | 11% | -1 | 22µM* | ? | 5% | -2% | 50µM* | 45µM* | CCn1c(C)c(C)c2cc(C(=O)NCCN3CCCCCC3)ccc21 |
| 49%[activator] | -10% | 7 | 13% | -1% | -4% | 6% | -15% | -17% | Cc1nn(-c2ccccc2)c2nc(-c3cccs3)cc(C(=O)NN)c12 |
| 137%[activator] | 4% | -8 | ? | -15% | 7% | 0% | 4%[0.501 µM] | 67%[activator] | COc1cc(C#Cc2c(-c3ccccc3OC)oc3ccccc23)cc(OC)c1 |
| 54%[activator] | 15% | -4 | -34% | i | 1% | -1% | -15% | -11% | CCOC(=O)N1CCN(C(=O)C2CCCN(S(=O)(=O)c3cccnc3)C2)CC1 (stereo not drawn) |
| 59%[activator] | -32%[11.4 µM] | -1 | -31% | ? | ? | -2% | nt | 1%[11.4 µM] | O=C(c1ccco1)N(Cc1ccc2c(c1)OCO2)Cc1cc2cc3c(cc2[nH]c1=O)OCO3 |
| 48%[activator] | 5% | -3 | 5% | 14% | 4% | -1% | ? | -11% | CC(=O)OCC(=O)[C@@]12OC(C)(C)O[C@@H]1CC1C3C[C@H](F)C4=CC(=O)C=CC4(C)[C@@]3(F)C(O)CC12C (stereo partly drawn) |
| 18% | -4% | -1 | nt | 1% | 6% | 0% | nt | -4% | O=C(c1ccc(S(=O)(=O)N2CCCCCC2)cc1)N1CCN(c2ccccc2F)CC1 |
| 28% | 8% | 1 | -1% | 12% | 6% | 0% | -40% | 3% | O=c1nc(N2CCOCC2)nc2n1CCO2 |

(listing goes on)
| HP1b chromo inh | RGS4 inhibitor | PI4K2A block | BAZ2B block | ALOX12 inh | ERG Ets-DNA blk | GLS inhibitor | G9a inh | JMJD2A Tudor | canonical_smiles |
| --- | --- | --- | --- | --- | --- | --- | --- | --- | --- |
| 41%[activator] | -22% | 0 | ? | -10% | 13% | 0% | 1% | -9% | O=C(/C=C/Nc1nccs1)C(F)(F)Cl |
| 34% | -17% | -1 | -4% | -15% | 6% | 1% | -43% | -7% | COc1cc2c(cc1OC)C(c1cc3cc(OC)c(OC)cc3[nH]c1=O)N(C(=O)C1CC1)CC2 (stereo not drawn) |
| 9% | -17% | 2 | -2% | 5% | 11% | 3% | 45µM* | -24% | O=C(CNC(=O)c1ccc(Br)o1)Nc1ccc(F)c(S(=O)(=O)N2CCOCC2)c1 |
| 14% | 17% | 4 | -15% | -11% | 1% | -4% | -14%[59 µM] | -18% | COc1ccc(C(=O)Nc2cc(C(F)(F)F)ccc2N2CCN(c3ccccc3)CC2)cc1OC |
| 7% | -10% | -8 | 6% | 1% | 10% | -6% | 31%[12.7 µM] | -5% | CCO[C@@H]1OC(C(=O)NCc2ccccc2)=C[C@H](C(C)(C)C)[C@H]1CCCO |
| 116%[activator] | -20% | -5 | 13% | ? | 1% | 1% | -3%[59 µM] | 52%[activator] | CC1CCC/C(=C(\C#N)c2nc(-c3cc4ccccc4oc3=O)cs2)C1 (stereo not drawn) |
| 34% | 4% | -1 | 1% | ? | 6% | 14% | 7% | -6% | O=C(Cn1c(CO)nc2ccccc21)NCCc1ccccc1 |
| -4% | -1% | -2 | -12% | 0% | 2% | -10% | 2%[59 µM] | -29% | Cc1ccc(CN2C(=O)c3ccccc3Sc3ccc(C(=O)N4CCOCC4)cc32)cc1 |
| 26% | -14% | -3 | 79µM* | 2% | 0% | 12% | 2%[59 µM] | ? | NNc1nc(NCc2ccccc2)nc(N2CCOCC2)n1 |
| 32% | 22% | 10 | 7% | 0% | 1% | 9% | nt | -9% | CC(O)CCC(=O)NNC1CC(=O)N(c2ccccc2)C1=O (stereo not drawn) |
| 16% | 3%[11.4 µM] | 18 | -35% | 5% | 3% | -4% | 6% | -30% | CCN(C(=O)CCN1C(=O)/C(=C/c2ccccc2)SC1=S)C1CCS(=O)(=O)C1 (stereo not drawn) |
| 48%[activator] | -12% | 1 | -11% | -12% | -9% | -6% | ? | -8% | C=CCn1c(O)c(N=NC(=O)CNC(=O)Cc2ccccc2)c2ccccc21 |
| 19% | 20% | -3 | -8% | 13% | 0% | 8% | 56µM* | -17% | CCOc1ccc(Br)cc1/C(C)=N\NC1=NCCN1 |
| 23% | -8% | -1 | -5% | -4% | 1% | 4% | -7%[59 µM] | -13% | CCC1=Nc2cc(C(=O)NCC(C)c3ccccc3)ccc2Sc2ccc(C)cc21 (stereo not drawn) |
| 17% | -21% | -3 | -27% | -4% | -14% | 0% | 41% | 1% | COC(=O)C1CCCCN1C(=O)c1ccc(OC2CCN(C(C)=O)CC2)c(OC)c1 (stereo not drawn) |
| -12% | -25%[11.4 µM] | -4 | 9% | ? | -1% | 27% | 8%[59 µM] | 0%[11.4 µM] | Cc1ccc(CNC(=O)CSc2nc(N3CCCCC3)nc(N3CCCCC3)n2)cc1 |
| 53%[activator] | -42% | 1 | -12% | -5% | -4% | -1% | -30% | -3% | COc1ccc(N(C)C(=O)Nc2ccc3nsnc3c2)cc1 |
| 17% | -29% | -2 | 1% | 0% | 2% | 11% | 12% | -25% | CN(C)C=Nc1ccc2nc3c(cc2c1)[nH]c1ccccc13 |
| 21% | 3% | -3 | ? | -18% | nt | -2% | 31% | -8% | O/C(=C\Sc1nnc(Cc2ccccc2)o1)c1ccc(F)cc1 |

A draw from above in order of molar mass, rising.
| HP1b chromo inh | RGS4 inhibitor | PI4K2A block | BAZ2B block | ALOX12 inh | ERG Ets-DNA blk | GLS inhibitor | G9a inh | JMJD2A Tudor | canonical_smiles |
| --- | --- | --- | --- | --- | --- | --- | --- | --- | --- |
| 32% | 22% | 10 | 7% | 0% | 1% | 9% | nt | -9% | CC(O)CCC(=O)NNC1CC(=O)N(c2ccccc2)C1=O (stereo not drawn) |
| 19% | 20% | -3 | -8% | 13% | 0% | 8% | 56µM* | -17% | CCOc1ccc(Br)cc1/C(C)=N\NC1=NCCN1 |
| 21% | 3% | -3 | ? | -18% | nt | -2% | 31% | -8% | O/C(=C\Sc1nnc(Cc2ccccc2)o1)c1ccc(F)cc1 |
| 7% | -10% | -8 | 6% | 1% | 10% | -6% | 31%[12.7 µM] | -5% | CCO[C@@H]1OC(C(=O)NCc2ccccc2)=C[C@H](C(C)(C)C)[C@H]1CCCO |
| 9% | -17% | 2 | -2% | 5% | 11% | 3% | 45µM* | -24% | O=C(CNC(=O)c1ccc(Br)o1)Nc1ccc(F)c(S(=O)(=O)N2CCOCC2)c1 |
